NPSR antag – blocks cAMP signaling of the human neuropeptide S receptor. Q6W5P4. CHO-NPSR cells, cAMP TR-FRET, antagonist mode. Potency, µM (titrated, usually from 38.3 µM), for the others: at the top dose activity change, negative = inhibition, most hits filed as inhibitors. actives 1% (n = 220,000). AID 1461; further: potency means the concentration at half of the fitted maximal effect; on the % scale 0 is the no-effect control and ±100 the full control effect; nearly all actives have a fitted effect of over 50% in size; many of its hits are not listed in these tables
Target sequence (Q6W5P4 whole entry, looked up): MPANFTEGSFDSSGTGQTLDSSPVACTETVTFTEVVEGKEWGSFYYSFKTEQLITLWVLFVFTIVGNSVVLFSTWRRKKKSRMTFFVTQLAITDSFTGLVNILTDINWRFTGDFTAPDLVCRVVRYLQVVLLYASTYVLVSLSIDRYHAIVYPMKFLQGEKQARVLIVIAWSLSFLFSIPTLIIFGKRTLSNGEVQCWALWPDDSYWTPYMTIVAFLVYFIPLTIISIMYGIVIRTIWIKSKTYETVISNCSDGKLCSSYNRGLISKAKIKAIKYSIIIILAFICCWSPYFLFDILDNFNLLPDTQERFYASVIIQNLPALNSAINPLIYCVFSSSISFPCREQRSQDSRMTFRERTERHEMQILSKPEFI
GLA spleen mod – inhibitors or activators of human alpha-galactosidase in spleen homogenate | P06280 | human spleen homogenate, 4MU-alpha-Gal fluorescence, 40 min | Potency, µM (titrated, usually from 80 µM), inactives show top-dose activity change, negative = inhibition, usual class: inhibitors | actives 0.008% (n = 240,000) | AID 2107;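 further: potency means the concentration at half of the fitted maximal effect; 0% = enzyme with vehicle and -100% = no enzyme basal signal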
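Inhibition or activation of alpha-galactosidase in human spleen homogenate is scored by 4-MU fluorescence after 40 min at 37C, pH 5.0, with 1 mM substrate. AC50s come from concentration-response fitted to the Hill equation.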
TRb-SRC2 inh – disrupts binding of human TR beta to SRC2 | Potency, µM (highest dose often 106 µM), for the others: at the top dose activity change, negative = inhibition, most hits filed as inhibitors | actives 0.065% (n = 280,000) | P10828 | AID 1469 | TRbeta-SRC2 peptide binding, fluorescence polarization; receptor liganded with 1 µM T3;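 further: potency means the concentration at half of the fitted maximal effect; plate controls were bound peptide for no effect and peptide without receptor for full effect; nearly all actives have a fitted effect of over 50% in size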
Target sequence (P10828 whole entry, looked up): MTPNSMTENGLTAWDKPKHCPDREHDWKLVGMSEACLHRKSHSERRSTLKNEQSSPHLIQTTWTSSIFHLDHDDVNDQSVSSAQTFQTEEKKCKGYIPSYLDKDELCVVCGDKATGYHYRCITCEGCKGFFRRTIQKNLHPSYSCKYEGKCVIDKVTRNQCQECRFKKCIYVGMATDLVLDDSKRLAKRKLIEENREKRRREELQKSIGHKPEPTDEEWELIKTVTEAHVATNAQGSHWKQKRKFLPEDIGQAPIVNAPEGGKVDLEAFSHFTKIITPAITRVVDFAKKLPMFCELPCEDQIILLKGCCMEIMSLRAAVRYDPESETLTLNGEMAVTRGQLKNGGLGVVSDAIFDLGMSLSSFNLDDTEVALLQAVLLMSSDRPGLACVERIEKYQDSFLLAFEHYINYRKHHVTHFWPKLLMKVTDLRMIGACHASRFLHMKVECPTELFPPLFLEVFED
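TRb LBD 0.6 uM + Texas Red SRC2 peptide 20 nM, 1 uM T3, Tris buffer w/ 5% DMSO; compound pinned, 5 h RT; FP read ex 555/em 632; normalized to unbound and bound controls.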
Epigenetic derep – epigenetic control regulation, reporter derepression | actives 0.2% (n = 280,000) | murine LDR cells, GFP reporter derepression, 30 h | Potency, µM (top dose mostly 53.9 µM), without a hit: at the highest dose GFP activation, actives largely listed as activators; further: potency means the concentration at half of the fitted maximal effect; % of control where 0% means no effect; nearly all actives have a fitted effect of over 60% in size
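Readout is the number of GFP-expressing murine LDR cells, counted by cytometry following washing. Cells were treated with compound for 30 h at 37 C; the stably integrated CMV-GFP locus is normally silent.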
Tau fluor cs – counter-screen for tau fibril formation inhibitors. Potency, µM (highest dose often 57.7 µM), inactives show at the top dose activity change, negative = decrease. tau K18 P301L Alexa594 fluorescence, heparin fibrillization. actives 0.93% (n = 280,000); further: potency means the concentration at half of the fitted maximal effect; on the % scale 0 is the no-effect control and ±100 the full control effect; nearly all actives have a fitted effect of over 55% in size
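Human tau K18 P301L (15 uM unlabeled, 0.24 uM Alexa 594-labeled) in 100 mM sodium acetate pH 7 with 20 uM heparin, 6 hr at 37 C. ThT 30 uM added, 1 hr ambient; Alexa 594 FP and total fluorescence read at 555/632 nm.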
CBFb RUNX1 block – blocks binding between human CBF-beta and RUNX1; AlphaScreen CBFb-His/RUNX1-biotin binding, biochemical; Potency, µM (titrated, usually from 59.8 µM), for the others: at the highest dose activity, negative = inhibition, usual class: inhibitors; 230,000 tested, under 10 active; further: % of control where 0% means no effect
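AlphaScreen proximity signal reports loss of binding between His-tagged CBF-beta and biotin-labelled RUNX1, each at 30 nM. Proteins are pre-associated for 20 minutes, compounds added for 15 minutes, then beads for 90 minutes, all at ambient temperature.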
TexasRed fluor – alters Texas Red total fluorescence, flagging assay interference | TRb/SRC2 Texas Red total fluorescence interference | Potency, µM (titrated, usually from 106 µM), inactives show top-dose fluorescence change, negative = quenching | actives 0.29% (n = 280,000) | AID 1479; active means well fitted curve in either direction with a large enough effect; inconclusive means small, poorly fitted or top-dose-only effect; further: potency means the concentration at half of the fitted maximal effect; on the % scale 0 is the no-effect control and ±100 the full control effect
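Human TRβ ligand-binding domain (0.6 uM) and Texas Red SRC2 peptide (20 nM) in Tris buffer with 1 uM T3 and 5% DMSO were incubated with pinned compound for 5 hr at ambient temperature. Total fluorescence was computed as S + 2P (555/632 nm).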
Tau FP inhib – inhibitors of human tau fibril formation. P10636. actives 0.39% (n = 280,000). Potency, µM (doses to about 57.7 µM), for the others: at the highest dose activity, negative = inhibition, hits mostly inhibitors. AID 1468. K18 P301L tau heparin fibrillization, Alexa594 FP, 6 h; further: potency means the concentration at half of the fitted maximal effect; on the % scale 0 is the no-effect control and ±100 the full control effect; nearly all actives have a fitted effect of over 55% in size
Target sequence (P10636 561-689 P618L limits assumed): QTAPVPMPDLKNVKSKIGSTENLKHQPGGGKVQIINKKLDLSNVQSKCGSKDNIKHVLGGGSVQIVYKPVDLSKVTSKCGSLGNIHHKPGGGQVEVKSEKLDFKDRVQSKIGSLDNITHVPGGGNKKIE
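FP of Alexa 594-tau after heparin (20 uM) induction. Substrate: human K18 P301L, 15 uM unlabeled, 0.24 uM labeled. Buffer 100 mM sodium acetate pH 7. 6 hr, 37 C.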
* = called active by the depositor; ? = inconclusive; . = not tested or not shown; & = joins results of further samples; [ ] = remark or other dose. Unless noted, the call rests on the fitted dose curve; in most records, active means well fitted curve in the direction sought with a large enough effect; inconclusive means small, poorly fitted or top-dose-only effect, or another doubt; inactive means no such curve, though single readings can be large; an effect the other way counts as inactive or inconclusive. An excerpt. The share of hits here may be higher or lower than overall.

smiles | Epigenetic derep | Tau FP inhib | NPSR antag | TexasRed fluor | GLA spleen mod | Tau fluor cs | CBFb RUNX1 block | TRb-SRC2 inh
CC(C)C(=O)NC(=S)Nc1ccc(S(=O)(=O)Nc2nccs2)cc1 | -1.1% | 6% | 0% | 0% | 1% | 4% | -1% | -5%
NC(=O)c1ccc(NS(=O)(=O)c2ccccc2F)cc1 | 7.0% | -1% | -1%[46.1 µM] | 0% | 5% | 4% | 5% | -1%
O=C(CC1C=Cc2ccccc2N1C(=O)c1ccccc1)c1ccccc1 (stereo not given) | 2.2% | -14% | ? | 4% | 5% | -12% | 21% | 1%
O=C1C[C@H](c2ccc3ccccc3c2)N1S(=O)(=O)c1ccccc1[N+](=O)[O-] | . | . | . | -1% | 7% | . | 19% | 0%
Cc1nnsc1C(=O)Nc1cccc(Cl)c1Cl | 0.1% | 12% | 1%[46.1 µM] | -7% | -7% | 7% | 16% | 5%
O=C(NCSc1ccnc(SCNC(=O)c2ccccc2)n1)c1ccccc1 | -10% | -7% | -5%[46.1 µM] | -1% | 1% | -5% | 0% | 5%
Cc1cc(C)c2c(c1)/C(=N\N=c1\sc3ccccc3n1C)C(=O)N2 | 3.2% | 6% | -9% | -2% | -14% | -7% | 1% | 2%
Cc1nn2cc(-c3ccc(N)cc3)nc2s1 | -0.2% | ? | -26%[46.1 µM] | -5% | -15% | -26% | -12% | -7%
O=C(Cn1c2ncccc2c(=O)n1-c1ccccc1)NCc1ccccc1Cl | -0.3% | ? | . | 0% | . | -24% | . | -3%
CCc1ccc(NC(=O)CCn2nc(-c3ccccc3OC)c3c(C)cc(C)nc32)cc1 | 4.1% | 3% | . | -2% | . | -17% | . | 4%
Cc1ccc(NC(=O)c2snc3c(=O)[nH]cnc23)cc1C | 1.8% | 4% | -9%[46.1 µM] | -3% | 17% | -5% | -1% | -1%
Cc1cc(C(=O)OCCN2C(=O)c3ccccc3C2=O)c2ccccc2n1 | -1.4% | -2% | -8%[46.1 µM] | -2% | 3% | -10% | -4% | -2%
COc1ccc(N2C(=O)c3ccccc3NC23CCC(C)CC3)cc1 (stereo not given) | -3.9% | 9% | -10%[46.1 µM] | -1% | 2% | -4% | -2% | -10%
Cc1cc(C)c(CSc2ncc(-c3ccc([N+](=O)[O-])cc3)[nH]2)c(C)c1 | -1.0% | -10% | ? | 2% | -2% | 6.3µM*[quencher] | -29% | -1%
O=C(CN1CCC(O)CC1)N1c2ccccc2C=Cc2ccccc21 | -0.7% | -12% | 14%[46.1 µM] | 2% | 1% | -3% | -5% | -1%
CCCCC(=O)Nc1cccc(NC(=O)c2ccc(Br)cc2)c1 | 0.0% | -11% | -10%[46.1 µM] | 3% | 10% | -6% | 5% | 2%
CCC(C)(C)C1CCC(=NNC(=O)c2ccoc2C)CC1 (stereo not given) | -0.5% | -5% | -7%[46.1 µM] | -3% | -1% | -5% | 0% | 9%
COc1cc2c(cc1OC)C(C(=O)N1CCCCC1)C(c1ccccc1F)N(C)C2=O (stereo not given) | -7.2% | 1% | 2%[46.1 µM] | -1% | 1% | 2% | 1% | -4%
O=C(NCc1ccco1)c1cc([N+](=O)[O-])ccc1N1CCOCC1 | -5.8% | -5% | -5% | -1% | 6% | -11% | 7% | 10%
Cc1c2c(nc3ccccc13)OCC2 | -0.4%&-1.4% | 7%&2% | 11% | -2%&-6% | 2%&0% | -15%&-6% | 3%[2.36 µM] | -6%&-3%
CC1CCCN(c2nc3ccsc3c(=O)s2)C1 (stereo not given) | -0.8% | -10% | 5%[46.1 µM] | 0% | 5% | -14% | ? | -15%
Cc1cccc(-c2n[nH]c(=S)n2/N=C/c2cccs2)c1 | 0.0% | -5% | ? | -4% | 5% | ? | -14% | 0%
Cc1c(C(=O)NCCc2ccccc2)oc2ccc(S(=O)(=O)N3CCC4(CC3)OCCO4)cc12 | -0.9% | 9% | -23%[46.1 µM] | 1% | 3% | -27% | -2% | -1%
CN(C)S(=O)(=O)c1ccc(NC(=O)CSc2nnnn2C)cc1 | -2.6% | 6% | 4% | -1% | 4% | 24% | 1% | 4%

Given with each value named: entries from further up
> CCC(C)(C)C1CCC(=NNC(=O)c2ccoc2C)CC1 (stereo not given)
  Epigenetic derep: -0.5%
  Tau FP inhib: -5%
  NPSR antag: -7%[46.1 µM]
  TexasRed fluor: -3%
  GLA spleen mod: -1%
  Tau fluor cs: -5%
  CBFb RUNX1 block: 0%
  TRb-SRC2 inh: 9%
> COc1cc2c(cc1OC)C(C(=O)N1CCCCC1)C(c1ccccc1F)N(C)C2=O (stereo not given)
  Epigenetic derep: -7.2%
  Tau FP inhib: 1%
  NPSR antag: 2%[46.1 µM]
  TexasRed fluor: -1%
  GLA spleen mod: 1%
  Tau fluor cs: 2%
  CBFb RUNX1 block: 1%
  TRb-SRC2 inh: -4%

New compounds follow
smiles | Epigenetic derep | Tau FP inhib | NPSR antag | TexasRed fluor | GLA spleen mod | Tau fluor cs | CBFb RUNX1 block | TRb-SRC2 inh
CCOc1cc(/C=N/NC(=O)c2ccc(CN3CCOCC3)cc2)ccc1OCc1ccccc1 | -1.1% | -11% | 8% | 0% | -4% | ? | -1% | -6%
O/N=C/c1ccccc1OCc1ccc(Cl)cc1 | -2.2% | -4% | 4%[46.1 µM] | -6% | 9% | -24% | 3% | 6%
Cc1nc(Nc2cccc(C(F)(F)F)c2)nc2c1C(=O)CC(C)C2 (stereo not given) | -0.8% | -2% | -1%[46.1 µM] | -1% | 4% | 4% | 6% | -13%
CCOc1ccc(S(=O)(=O)Nc2cccc(C(=O)N3CCN(c4ccc(OC)cc4)CC3)c2)cc1 | 0.0% | 2% | -20%[46.1 µM] | 1% | 9% | ? | -28% | -14%
O=C(N/N=C/c1cccnc1)C1CC1(c1ccccc1)c1ccccc1 (stereo not given) | 1.7% | 4% | -8% | 0% | 0% | -10% | 0% | -9%
Cc1cccc(C)c1NC(=O)C(NC(=O)c1ccccn1)c1ccccc1[N+](=O)[O-] (stereo not given) | 1.0% | 1% | 4% | 1% | -8% | 1% | -2% | 4%
CC(C)(C)NCC(=O)c1c[nH]c2ccccc12 | -2.4% | -6% | 5%[46.1 µM] | 1% | 4% | 4% | -8% | 9%
O=S(=O)(N1CCOCC1)N1CCN(c2ccc(F)cc2)CC1 | -6.1% | 6% | -4%[46.1 µM] | -2% | 15% | -4% | -2% | -7%
Cc1ccc(S(=O)(=O)N2CCC(C(=O)NCc3ccccc3Cl)CC2)cc1 | 0.4%&0.0% | 0%&2% | -19%[46.1 µM] | -1%&-3% | -12% | -7%&-12% | 0% | 2%&-3%
N/C(=N\OC(=O)CCCc1ccccc1)c1ccccn1 | 0.1% | -1% | 1% | -1% | 4% | 4% | -6% | -1%
CC(C)=CCC/C(C)=C/CO/N=C1/C[C@@H](O)[C@@H](O)[C@@H]2[C@@H]3C(=O)N(C[C@@H]4CCCO4)C(=O)[C@H]3CC[C@H]12 | 0.0%[10.1 µM] | 3%[11.6 µM] | . | -6%[11.2 µM] | 5%[17.5 µM] | -5%[11.6 µM] | -6%[13.1 µM] | 2%[11.2 µM]
Cc1cc(C)n(C(=O)C23CC4CC(CC(C4)C2)C3)n1 | 9.5% | -2% | -11%[46.1 µM] | 1% | -29% | 2% | 5% | 7%
Cn1cc(/C=N/NC(=O)c2cc3cc(Br)ccc3o2)c2ccccc21 | 4.1% | 3% | -3% | -3% | 8% | -22% | 5% | -2%
COC(=O)c1ccccc1NC(=O)CNC(=O)c1ccco1 | -1.1% | 3% | -6%[46.1 µM] | -4% | 2% | 2% | -1% | -2%
O=C(CSc1nnnn1-c1ccccc1)CC(=O)Nc1ccc(Cl)cc1 | 0.0% | -7% | -6%[46.1 µM] | -5% | -11% | -30% | -3% | 9%
CCOC(=O)c1[nH]c2ccccc2c1N=C(C)N(CC)CC | -0.5% | -4% | -6%[46.1 µM] | -4% | -2% | 7% | 4% | -7%
O=C(NCc1ccccn1)Nc1cccc(NC(=O)NCc2ccccn2)c1 | -2.1% | -10% | 3%[46.1 µM] | 3% | -16% | -11% | 9% | -8%
Cc1cccc2c1-c1sc(C(=O)NCCCN3CCc4ccccc4C3)cc1CO2 | -1.9% | 0% | -16% | -1% | ? | -26% | 30% | 1%
CC1CN(CCOc2ccccc2[N+](=O)[O-])CC(C)O1 (stereo not given) | -1.3% | -2% | 11% | -1% | -7% | 0% | 2% | -5%
COCCNC(=S)N1CCN(C)CC1 | 0.1% | -6% | 15% | -1% | -1% | 0% | 8% | -6%
O=C(Nc1ccc2nc(SCC(=O)N3CCc4ccccc43)sc2c1)c1cccc(F)c1 | -1.6% | ? | . | ? | . | -25% | . | 0%
O=C(NCc1cccc(F)c1)c1ccc(CS(=O)c2ccccc2Cl)o1 (stereo not given) | 0.0% | 1% | . | 0% | . | -9% | . | -3%
CCOC(=O)C1(Cc2ccccc2)CCN(Cc2ccon2)CC1 | 0.0% | -6% | -10% | 0%[53 µM] | -1% | -7% | 10% | -4%[53 µM]
CC(C)C(=O)Nc1c(C(=O)c2ccc(F)cc2)oc2ccccc12 | 0.8% | -9% | -5%[46.1 µM] | 0% | 0% | -8% | 13% | 4%
CN(c1nc2nonc2nc1NC1CC1)C1CCOC1 (stereo not given) | 0.0% | -5%[2.34 µM] | 28% | -3% | -5% | -5% | -5% | 1%
Cc1sc2c(c1C)c(=O)n(-c1ccc(F)cc1)c(=O)n2CC(=O)NCc1ccco1 | 0.0% | -7% | 6%[46.1 µM] | -6% | -5% | -9% | 1% | 9%
C(=N\Nc1nc(-c2ccccc2)cs1)/c1cccs1 | -1.0% | 8% | ? | -2% | 3% | 13µM*[quencher] | -4% | -3%
O=C(N1CCCCC1)N1CCCN(C(=O)N2CCCCC2)CC1 | -2.1% | -2% | -4%[46.1 µM] | 5% | 8% | 10% | 2% | -4%
COC(=O)C1=C(C)Nc2[nH]c(=S)[nH]c(=O)c2C1c1ccc(OC)cc1 (stereo not given) | 0.0% | 1% | -3% | -2% | 3% | 9% | 3% | 4%
CC1(C)Cc2nc3sc(C(=O)NCCCO)c(N)c3cc2CS1 | 5.5% | 7% | -10% | 0% | -3% | -7% | 2% | 3%
Cc1cccc(CC2CC(=O)N(C3CCCCC3)C2=O)c1 (stereo not given) | 0.0% | -8% | -4%[46.1 µM] | 1% | -4% | -7% | 18% | -20%
